CTSL1 counter = counter-screen for PFM18AAP inhibitors: inhibitors of F. hepatica cathepsin L1; AID 1906; recombinant F. hepatica cathepsin L1, Z-Leu-Arg-MCA fluorescence; inhibition, % at 5.96 µM; actives 0.49% (n = 300,000);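 active = inhibition above the mean of all tested compounds plus 3 SD, set per screening campaign, cut at about 17% in these data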;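 also: 0% = plate median of test compound wells and 100% = 1 µM Z-Phe-Ala-diazomethylketone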
JMJD2C inh = inhibitors of human GASC-1 (JMJD2C) demethylase; GST-JMJD2C(1-420) H3K9me3 demethylation, DELFIA europium; inhibition, % at 2.35 µM; actives 0.069% (n = 330,000);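 active = more than half of a compound's replicate wells show inhibition beyond 50%, single wells judged on their own value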;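 also: signal counts dimethyl H3K9 product captured on neutravidin plate; 0% = median of DMSO wells and 100% = 0.3 times that DMSO median; strong numbers were not always called active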
VLA-4 inh = inhibition in a human VLA-4 binding assay; P13612; VLA-4 expressing cells, ligand binding flow cytometry; inhibition, % (about 7 µM as worked out from the volumes in the protocol); actives 0.2% (n = 330,000); in the data active = inhibition above about 50%
proCasp3 act = activates human procaspase-3; recombinant procaspase-3 D3A, Ac-DEVD-pNA absorbance 405 nm; activation, % at 8.5 µM; actives 0.11% (n = 330,000); AID 463141;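 active = activation above the mean of all tested compounds plus 3 SD, cut at about 21% in these data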;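 also: 0% = DMSO alone and 100% = DMSO wells spiked with extra 5 µM PC-3 D3A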
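System: Procaspase-3 D3A mutant. Medium: Zinc-free 300 mM NaCl, 50 mM HEPES, 0.01% Triton X-100. Schedule: 1 h preincubation plus 2 h reaction at 25 °C. Measured by: 405 nm absorbance of p-nitroaniline, reads at 0 and 120 min. Read-out: percent activation relative to control range.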
core dimer inh = blocks dimerization of HCV core protein; TR-FRET GST/Flag-core106 dimerization, 1536-well; AID 1899; actives 0.33% (n = 300,000); inhibition, % at 5 µM;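 active = inhibition above the mean of all tested compounds plus 3 SD, set per screening campaign, cut at about 45% in these data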
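System: GST/Flag-tagged HCV core106 proteins. Incubation: compound-protein-antibody incubation 4 h at 22.5 °C. Technique: HTRF with 340 nm excitation, 617/671 nm emission. Medium: KF-containing HEPES buffer, pH 7.45, DTT, CHAPS, BSA. Read-out: inhibition (%) from 671 over 617 nm ratio. Also added: Eu(K)-anti-GST 90 ng/mL plus XL665-anti-Flag 1 µg/mL.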
GRK2 aptamer HTS = inhibitors of human GRK2 displacing RNA aptamer | P25098 | bead flow cytometry, FAM-aptamer displacement from GRK2 | inhibition of aptamer binding, % at 10 µM | actives 0.59% (n = 330,000);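 active = inhibition of aptamer binding above 40%, roughly 3 SD of noise, on plates passing a quality check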;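 also: median bead fluorescence of bound FAM aptamer so fluorescent compounds give negative values; no value below 0 was filed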
Target sequence (P25098 whole entry, looked up): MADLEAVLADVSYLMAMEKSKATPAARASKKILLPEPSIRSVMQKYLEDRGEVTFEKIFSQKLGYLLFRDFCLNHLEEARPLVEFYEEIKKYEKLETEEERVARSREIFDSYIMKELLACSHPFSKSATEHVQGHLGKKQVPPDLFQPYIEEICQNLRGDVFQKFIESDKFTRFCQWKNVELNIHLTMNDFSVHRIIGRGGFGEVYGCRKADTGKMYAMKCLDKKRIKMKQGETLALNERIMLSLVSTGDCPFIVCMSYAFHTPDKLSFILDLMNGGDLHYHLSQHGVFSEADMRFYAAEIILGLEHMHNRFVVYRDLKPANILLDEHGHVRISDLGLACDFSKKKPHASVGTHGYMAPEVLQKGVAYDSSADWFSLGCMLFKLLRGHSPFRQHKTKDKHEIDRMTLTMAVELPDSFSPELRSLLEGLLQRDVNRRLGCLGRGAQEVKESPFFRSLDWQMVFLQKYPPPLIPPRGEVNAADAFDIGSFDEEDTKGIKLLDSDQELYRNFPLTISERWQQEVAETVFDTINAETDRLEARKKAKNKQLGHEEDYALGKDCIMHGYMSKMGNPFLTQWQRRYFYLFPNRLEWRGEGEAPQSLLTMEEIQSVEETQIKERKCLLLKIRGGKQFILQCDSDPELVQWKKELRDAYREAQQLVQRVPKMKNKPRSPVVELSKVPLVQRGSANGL
PP5 inh = PP5 (human) phosphatase inhibition | purified PP5c, OMFP substrate fluorescence | actives 0.18% (n = 320,000) | inhibition, % at 6.7 µM | P53041;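 active = inhibition above the campaign's mean inhibition across all tested compounds plus 3 SD, cut at about 9.5% in these data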;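 also: 0% = DMSO only and 100% = 100 µM cantharidin control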
proCasp7 act = counter-screen for procaspase-3 activators: activators of human procaspase-7. P55210. actives 0.093% (n = 330,000). activation, % at 8.5 µM. recombinant procaspase-7, Ac-DEVD-pNA absorbance 405 nm; D23A/D198A/D206A triple mutant, cannot self-cleave; scale: DMSO 0, 5 µM enzyme 100;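 active = percent activation above the screen-wide mean plus 3 SD, cut at about 25% in these data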
Target sequence (P55210 whole entry D23A/D198A/D206A): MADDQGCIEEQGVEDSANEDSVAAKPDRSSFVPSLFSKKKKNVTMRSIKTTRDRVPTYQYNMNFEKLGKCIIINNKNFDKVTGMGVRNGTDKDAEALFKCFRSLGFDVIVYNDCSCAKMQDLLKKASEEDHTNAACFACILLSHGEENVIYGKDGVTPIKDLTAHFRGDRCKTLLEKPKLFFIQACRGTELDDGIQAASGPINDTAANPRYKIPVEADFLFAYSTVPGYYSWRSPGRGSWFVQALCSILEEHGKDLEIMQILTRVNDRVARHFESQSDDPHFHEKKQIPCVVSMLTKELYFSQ
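Detection: p-Nitroaniline absorbance at 405 nm, read at 0 and 120 min; system: Uncleavable procaspase-7 mutant enzyme; evaluation: % activation from two-timepoint absorbance difference, scaled to controls; times: 1 h enzyme–compound preincubation and 2 h substrate reaction, both 25 °C; buffer or medium: Zinc-free HEPES pH 7.4 with 300 mM NaCl, 0.01% Triton X-100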
PP1 counter = counter-screen for PP5 inhibitors: inhibitors of human PP1-alpha. actives 0.9% (n = 320,000). inhibition, % at 6.7 µM. purified PP1alpha, OMFP fluorescence. P62136;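 active = inhibition above the mean inhibition of all tested compounds plus 3 SD, computed separately for each screening campaign, cut at about 15% in these data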
Active calls of the source: *; · = not tested or not shown; & = joins results of further samples.

Screens in order: CTSL1 counter | JMJD2C inh | VLA-4 inh | proCasp3 act | core dimer inh | GRK2 aptamer HTS | PP5 inh | proCasp7 act | PP1 counter
COc1ccc(-n2c(C)cc(C(=O)CN3C(=O)NC4(CCc5ccccc54)C3=O)c2C)cc1 (stereo not drawn)
 : -1 | 0 | -13 | 6 | 25 | 0 | 1.8 | 5 | 11
COCCN1CCn2c(nc3cc(NC(=O)Cn4nc(C)c5ccccc5c4=O)ccc32)C1
 : -3 | 6 | -1 | 2 | 6 | 0 | -0.9 | 2 | 11
CC1CCN(S(=O)(=O)c2ccc(C(=O)Nc3nnc(-c4ccco4)o3)cc2)CC1
 : 1 | 2 | 19 | 4 | 4 | 0 | 0.6 | -2 | 15
C/C(CC(=O)Nc1ccccc1C)=N\NC(=O)Cc1csc(N)n1
 : -3 | 22 | 6 | 14 | 9 | 14 | 0.2 | 8 | 2
COc1cnn(-c2ccccc2)c(=O)c1N(C)C
 : -4 | -8 | 2 | -4 | 0 | 3 | 0.5 | 1 | -3
CCOc1ccc(/C=C2/Sc3ccc(C(=O)N4CCOCC4)cc3N(C)C2=O)cc1OC
 : 5 | -36 | 10 | -13 | -5 | 0 | -0.9 | -28 | -3
COc1ccc(CC(=O)N2CCC(CCC(=O)Nc3ccccc3)CC2)cc1
 : -1 | -12 | -5 | 2 | 0 | 4 | 0.4 | 6 | -4
CCOc1cc(/C=N/NC(=O)OC)ccc1OCCSc1ccc(Cl)cc1
 : -2 | 3 | 6 | -14 | -6 | 0 | 2.4 | 5 | 9
COC(=O)c1c(NC(=O)CN2CCC3(O)CCCCC3C2c2ccc(F)cc2)sc(C)c1C (stereo not drawn)
 : 5 | 0 | 5 | 1 | 6 | 0 | -0.3 | 8 | 5
O=C(COC(=O)c1ccc2ncsc2c1)Nc1ccc(OC(F)(F)F)cc1
 : · | 6 | 11 | -7 | · | 0 | · | -14 | ·
CCn1c2ccccc2c2cc(/C=N/n3cnnc3)ccc21
 : 6 | -3 | 13 | 0 | -2 | 0 | 0.7 | 10 | 2
Cc1ccccc1NS(=O)(=O)c1nnc(NC(=O)c2ccc(Br)cc2)s1
 : 1 | 15 | 15 | 6 | 15 | 0 | 0.7 | 2 | 1
CCCCN1C(=O)c2ccc(C(=O)Nc3c(N)n(CCCC)c(=O)n(C)c3=O)cc2C1=O
 : -3 | -39&1 | -1 | 4 | -1 | 1 | 1.6 | 5 | -7
O=C(Nc1ccc2c(c1)CCC2)Nc1ccccc1F
 : -1 | 0 | -3 | -6 | 7 | 0 | 4.0 | 6 | -2
O=C(NCCO)Nc1ccc2nc(-c3ccco3)c(-c3ccco3)nc2c1
 : 3 | 3 | 6 | -25 | 76* | 0 | -1.5 | -24 | 47*
COc1cccc(N(C(=O)c2ccco2)C(C(=O)NC2CCCC2)c2ccc(N3CCOCC3)cc2)c1 (stereo not drawn)
 : -1 | -1 | -1 | 1 | 2 | 0 | 0.4 | -8 | -1
CC1CCCCN1CCn1c(=S)[nH]c2ncccc2c1=O (stereo not drawn)
 : 5 | 3 | 27 | -4 | 2 | 3 | 3.5 | 6 | -2
CS(=O)(=O)c1ccc2nc(N)sc2c1
 : -1 | 2 | -11 | -1 | -2 | 4 | 0.1 | 2 | -2
Cc1ccccc1NC(=O)c1cc(S(=O)(=O)c2ccccc2)ccc1Cl
 : -2 | 1 | -2 | -4 | 0 | 5 | 1.4 | 3 | -1
CC(C)Cc1nnc(NC(=O)c2ccncc2)s1
 : -4 | 1 | 1 | 4 | -4 | 0 | 0.1 | 7 | 2
Cc1ccc(C(=O)NCC(=O)O)s1
 : -1 | -7 | -2 | -3 | -9 | 0 | 0.4 | 6 | 0
CC(C)(Oc1ccc(CCNC(=O)c2ccc(Cl)cc2)cc1)C(=O)O
 : -8 | -15 | 17 | 7 | 3 | 6 | -1.8 | 1 | -8
CCN(CC)c1nc2c(c(=O)[nH]c(=O)n2C)n1CCCc1ccccc1
 : 2 | 3 | 2 | 1 | 3 | 3 | -2.4 | 5 | 2
O=C(O)C1CCN1C1CCCCC1 (stereo not drawn)
 : 2 | -10 | 8 | 3 | -3 | 0 | 0.5 | 11 | -2
CCOc1ccc(C=Nc2cccc3ncccc23)cc1
 : 1 | -1 | 9 | 8 | 9 | 2 | -0.3 | -5 | -3
COc1cc(C(=O)Nc2ccn(C)n2)ccc1OC(F)F
 : · | -14 | 5 | -6 | · | 0 | 2.7 | -6 | -4
CCOC(=O)C(C)Sc1nnc(Cc2cc(=O)[nH]c(=O)[nH]2)n1-c1ccc(Cl)cc1 (stereo not drawn)
 : 1 | 1 | 44 | 1 | 2 | 2 | 0.4 | 7 | -5
CCC(C)c1ccc(NC(=S)Nc2ccc(OC)cc2C)cc1 (stereo not drawn)
 : -2 | 1 | 1 | 1 | 6 | 0 | 0.9 | -18 | -1
COc1ccc(CCNC(=O)c2cc(-c3ccccc3OC)on2)cc1OC
 : 2 | 2 | -6 | 2 | 0 | 2 | 0.6 | -5 | 3
COC(=O)c1ccccc1NC(=O)N1CCc2ccc(NC(=O)c3ccccn3)cc2C1
 : 8 | 10 | 9 | -3 | 7 | 0 | 3.3 | 3 | 0
CCOc1ccc(NC(=O)CSc2nnc(CCNC(=O)c3ccc(OC)cc3)n2C)cc1
 : -1 | -16 | 10 | -1 | -2 | 0 | 3.9 | 2 | 1
O=C(N/N=C/c1ccccc1)c1n[nH]c2c1CCCC2
 : 1 | 4 | 14 | 1 | -1 | 3 | -2.4 | 21 | -4
COc1cc(/C=N/NC(=O)c2cc(-c3ccco3)nc3ccccc23)cc(OC)c1O
 : 3 | 8 | 1 | -6 | 41 | 3 | -0.2 | -7 | 12
C=CCNC(=S)Nc1cc(Cl)ccc1OC
 : -1 | 1 | 17 | 1 | -2 | 2 | 2.1 | -5 | -2
COc1ccc(CCC(=O)OCC(=O)NCc2ccc(OC)c(OC)c2)cc1OC
 : · | -1 | 1 | -5 | · | 0 | · | 9 | ·
COc1cc(/C=C/C(=O)OCC(=O)N2CCN(C(=O)c3ccco3)CC2)ccc1O
 : -3 | 10 | -4 | 5 | -4 | 3 | -0.1 | 1 | -1
COc1ccc(N2CCOCC2)c(NC(=O)COc2cccc(C)c2C)c1
 : -1 | 7 | -8 | 3 | 0 | 4 | 3.7 | -2 | -3
COc1ccccc1NC(=S)N1CCN(C(=O)c2ccco2)CC1
 : 2 | 15 | -15 | -2 | 2 | 0 | 2.3 | 2 | 4
O=C(Nc1cccc(Cl)c1)N1CCC(CO)(CCOc2ccccc2)CC1
 : 2 | 3 | -2 | -2 | -11 | 5 | 4.2 | -8 | 5
Cn1c(Cl)c(/C=N/OC(=O)c2cccc(Cl)c2)c2ccccc21
 : -2 | -2 | 23 | 2 | 2 | 0 | -0.4 | -7 | -2
CNC(=S)Nc1ccccc1-c1ccccc1
 : 3 | -5 | -9 | -4 | -7 | 0 | -1.7 | -6 | -1
COC(=O)[C@H](Cc1ccccc1)NC(=O)NCCc1ccccc1F
 : 1 | 28 | 7 | -2 | 3 | 1 | -1.1 | 7 | -4
CN(C)[C@H]1N(C(=O)c2ccc(Br)cc2)N=C2c3ccccc3S(=O)(=O)N21
 : 0 | 4 | 5 | -4 | -1 | 0 | -1.5 | -3 | -4
Cc1sc(NC(=O)Cc2ccc3c(c2)OCO3)nc1-c1ccc2c(c1)CCN2C(=O)c1ccccc1F
 : -2 | 0 | 14 | -13 | 38 | 0 | -0.8 | -4 | 9
COc1ccccc1CN1CCC(n2nccc2NC(=O)CCOc2ccccc2)CC1
 : 2 | -1 | -3 | 1 | -1 | 0 | 0.6 | -6 | -4
COc1ccc(S(=O)CC(=O)Nc2ccccc2Cl)cc1 (stereo not drawn)
 : 2 | 7 | -2 | -7 | -1 | 5 | 2.7 | 0 | -3
CCOc1ccc(C(C)NC(=O)CN2C(=O)NC3(CCCCC3)C2=O)cc1OCC (stereo not drawn)
 : · | · | -13 | -1 | · | 0 | 0.1 | -4 | 0
Cc1ccc(S(=O)(=O)N2CCN(C(=O)COC(=O)CCOc3ccccc3)CC2)c(C)c1
 : · | -1 | 14 | 1 | · | 63* | 0.1 | 3 | 1
O=C(C1CC(=O)N(C2CCCC2)C1)N1CCN(c2ccccc2F)CC1 (stereo not drawn)
 : 2 | 10 | -5 | 3 | 7 | 0 | -0.6 | -1 | -4
Cc1cc2nc(-c3ccc[nH]c3=O)[nH]c2cc1C
 : 5 | 13 | -7 | -4 | -8 | 2 | -0.1 | 2 | 2

(next part)
Screens in order: CTSL1 counter | JMJD2C inh | VLA-4 inh | proCasp3 act | core dimer inh | GRK2 aptamer HTS | PP5 inh | proCasp7 act | PP1 counter
Cc1ccc(S(=O)(=O)NCC(C)n2nc(C)nc2C)cc1 (stereo not drawn)
 : -1 | -1 | 9 | 8 | 8 | 4 | -1.6 | 8 | -4
COc1cccc2sc(NNC(=O)C3=COCCO3)nc12
 : 1 | 0 | -33 | -11 | 0 | 2 | -0.7 | -17 | -6
O=C(OC1C2CCC1C1CN(CCc3ccccc3)CC12)c1ccccc1 (stereo not drawn)
 : 0 | -1 | -1 | -8 | -2 | 2 | 4.5 | 9 | -4
CCC(=O)N1CCc2cc(S(=O)(=O)N3CCCCC3CC)ccc21 (stereo not drawn)
 : 7 | -4 | -1 | 1 | 2 | 0 | 1.7 | 4 | -3
C[C@H]1NC(=O)[C@@]2(C)[C@H](c3ccccc3)[C@H]3COc4ccccc4[C@@H]3N2C1=O
 : · | -59 | 21 | 5 | · | 2 | · | 18 | ·
CC(C)CCN(CCC(C)C)CC(O)Cn1c2ccccc2c(=O)c2ccccc21 (stereo not drawn)
 : 1 | 3 | -2 | -4 | 4 | 4 | 0.6 | -3 | 3
CC1(C)Cc2c(c(-c3ccccc3)nc3sc4c(=O)[nH]c(=S)[nH]c4c23)CO1
 : 1 | -7 | 4 | 6 | 11 | 1 | 1.5 | 0 | -2
C1=C(CCNc2ncnc3nc[nH]c23)CCCC1
 : 8 | -9 | 5 | 3 | 0 | 2 | 2.6 | -8 | 6
CS(=O)(=O)N(CC(=O)N/N=C/c1cc([N+](=O)[O-])ccc1Cl)c1ccccc1
 : 1 | -12 | 6 | -11 | 6 | 2 | 1.1 | -9 | 2
CN(C)CCN(C(=O)CCS(=O)(=O)c1ccccc1)c1nc2cc3c(cc2s1)OCO3
 : 2 | 6 | 2 | 0 | -13 | 0 | 3.6 | -13 | -3
C/C(=N\Nc1ccccc1)c1c(O)cc(C)oc1=O
 : 0 | 25 | 13 | -2 | -4 | 0 | 0.0 | -4 | -1
COc1ccc(NC(=O)C2CCCN(c3ncccn3)C2)cc1 (stereo not drawn)
 : -1 | 10 | 5 | 8 | -4 | 0 | -3.1 | 2 | -1
CCOc1ccc(CN(C)C(=O)CNC(=O)C2CCCCC2)cc1OC
 : 1 | 15 | 10 | -2 | 9 | 0 | 0.9 | 1 | -3
